High-throughput results: PubChem BioAssay, National Center for Advancing Translational Sciences (NCATS)
NPSR antagonist: antagonists of human neuropeptide S receptor cAMP signaling. Q6W5P4. CHO-NPSR cells, cAMP TR-FRET, antagonist mode. Potency, µM (highest dose often 38.3 µM), without a hit: at the highest dose activity change, negative = inhibition, most hits filed as inhibitors. 220,000 compounds, 1% hits. AID 1461; further: potency means the concentration at half of the fitted maximal effect; on the % scale 0 is the no-effect control and ±100 the full control effect; nearly all actives have a fitted effect of over 50% in size; many of its hits are not listed in these tables
Target sequence (Q6W5P4 whole entry, looked up): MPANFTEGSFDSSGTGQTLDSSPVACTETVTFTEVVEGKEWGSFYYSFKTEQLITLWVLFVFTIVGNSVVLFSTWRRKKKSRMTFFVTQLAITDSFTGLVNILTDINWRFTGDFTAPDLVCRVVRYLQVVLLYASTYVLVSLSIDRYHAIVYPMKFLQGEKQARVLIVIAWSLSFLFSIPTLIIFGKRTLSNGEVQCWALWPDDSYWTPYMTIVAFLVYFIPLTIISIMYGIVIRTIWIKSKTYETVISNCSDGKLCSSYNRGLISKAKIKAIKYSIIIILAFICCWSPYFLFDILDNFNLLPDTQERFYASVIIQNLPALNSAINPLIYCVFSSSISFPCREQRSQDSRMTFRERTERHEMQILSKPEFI
L3MBTL1 block: L3MBTL1 (human) inhibition; Q9Y468; AlphaScreen L3MBTL1–H3K9me1 peptide binding; Potency, µM (doses to about 57.1 µM), without a hit: top-dose activity, negative = inhibition, most hits filed as inhibitors; 230,000 compounds, 0.66% hits; AID 485360; further: potency means the concentration at half of the fitted maximal effect; on the % scale 0 is the no-effect control and ±100 the full control effect; nearly all actives have a fitted effect of over 60% in size
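First, the protein-peptide complex forms for 30 min at room temperature (L3MBTL1 50 nM, biotinylated H3K9me1 peptide 75 nM). Next, compounds are pin-transferred and incubated 30 min. Finally, AlphaScreen beads are added and read after 30 min.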
HTT aggregate: inhibitors of mutant huntingtin aggregate formation in PC12 cells | Potency, µM (doses to about 46.1 µM), for inactives: top-dose activity change, negative = inhibition, actives largely listed as inhibitors | 220,000 compounds, 1.1% hits | AID 1688 | PC12 HttQ103-GFP aggregates, Acumen cytometry, 40 h; further: potency means the concentration at half of the fitted maximal effect; on the % scale 0 is the no-effect control and ±100 the full control effect; nearly all actives have a fitted effect of over 60% in size
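Inducible Q103 Huntingtin exon 1–GFP PC12 line, 1500 cells/well in phenol red free DMEM with 5% equine and 5% calf serum. Tebufenozide 100 nM induced expression; compounds titrated; aggregates quantified by cytometry.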
CBFb-RUNX1 inh: blocks binding between human CBF-beta and RUNX1; AlphaScreen CBFb-His/RUNX1-biotin binding, biochemical; Potency, µM (highest dose often 59.8 µM), without a hit: at the top dose activity, negative = inhibition, most hits filed as inhibitors; 230,000 tested, under 10 active; further: % of control where 0% means no effect
Target sequence (Q01196 whole entry, looked up): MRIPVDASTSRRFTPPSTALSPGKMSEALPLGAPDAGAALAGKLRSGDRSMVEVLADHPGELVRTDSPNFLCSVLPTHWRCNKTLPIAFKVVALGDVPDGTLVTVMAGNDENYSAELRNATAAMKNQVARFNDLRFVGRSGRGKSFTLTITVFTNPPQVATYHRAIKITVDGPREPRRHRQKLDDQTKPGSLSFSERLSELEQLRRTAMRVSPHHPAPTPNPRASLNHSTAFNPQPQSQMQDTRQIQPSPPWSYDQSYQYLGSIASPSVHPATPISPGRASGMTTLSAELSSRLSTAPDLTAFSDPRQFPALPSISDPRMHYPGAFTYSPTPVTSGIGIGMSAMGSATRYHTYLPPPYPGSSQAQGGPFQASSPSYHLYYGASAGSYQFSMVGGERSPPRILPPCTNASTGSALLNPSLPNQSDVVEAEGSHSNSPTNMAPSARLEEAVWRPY
Target sequence (Q13951 whole entry, looked up): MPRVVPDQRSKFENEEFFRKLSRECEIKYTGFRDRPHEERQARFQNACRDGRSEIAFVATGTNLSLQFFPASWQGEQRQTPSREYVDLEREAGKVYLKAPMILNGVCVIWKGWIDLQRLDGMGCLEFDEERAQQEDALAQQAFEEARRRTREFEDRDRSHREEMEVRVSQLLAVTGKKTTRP
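Compounds were screened at multiple concentrations against a preformed CBF-beta(His)/RUNX1(biotin) complex (30 nM of each) for 15 min at room temperature, followed by 90 min with nickel and streptavidin beads and AlphaScreen reading.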
Epigenetic derep: regulators of epigenetic silencing causing reporter derepression in mouse cells; Potency, µM (titrated, usually from 53.9 µM), for inactives: top-dose GFP activation, hits mostly activators; 280,000 compounds, 0.2% hits; AID 1865; murine LDR cells, GFP reporter derepression, 30 h; further: potency means the concentration at half of the fitted maximal effect; % of control where 0% means no effect; nearly all actives have a fitted effect of over 60% in size
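Readout is the number of GFP-expressing murine LDR cells, counted by cytometry following washing. Cells were treated with compound for 30 h at 37 C; the stably integrated CMV-GFP locus is normally silent.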
IMPase Li cell: IMPase inhibition in cells with lithium potentiation | AID 1457 | 210,000 compounds, 0.35% hits | CHO-M1 cells, IP1 TR-FRET (IP-One), carbachol + lithium | Potency, µM (highest dose often 59.4 µM), for the others: at the highest dose activity, negative = IMPase inhibition, hits mostly inhibitors;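 further: IP1 builds up when IMPase is blocked and the TR-FRET signal falls; potency means the concentration at half of the fitted maximal effect; plate controls were basal vehicle for no effect and high inhibitor control for full effect; nearly all actives have a fitted effect of over 50% in size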
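Test compounds were applied to CHO-M1 cells previously cultured for 16–30 h at 2000 per well. A small lithium amount accompanied them; after 30 min at 37C, IP1 was quantified by TR-FRET.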
Luc counter: Kinase-Glo luciferase inhibition (counter-screen) | Q27757 | Kinase-Glo luciferase, ATP luminescence, 8 min | Potency, µM (highest dose often 38.3 µM), without a hit: at the top dose activity change, negative = inhibition, hits mostly inhibitors | 200,000 compounds, 0.28% hits | AID 1379; further: potency means the concentration at half of the fitted maximal effect; on the % scale 0 is the no-effect control and ±100 the full control effect; nearly all actives have a fitted effect of over 60% in size
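Light output from Kinase-Glo luciferase with luciferin and 10 uM ATP in 50 mM imidazole pH 7.2, KCl, MgCl2, Tween 20, BSA; compound pin-delivered, 8-min ambient incubation, then luminescence read.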
Starred values were filed as active, the others as inactive; ? = inconclusive; . = no result given; & = joins results of further samples; [ ] = dose if it differs, or a comment. The call rests on the fitted dose curve; in most records, active means well fitted curve in the direction sought with a large enough effect; inconclusive means small, poorly fitted or top-dose-only effect, or another doubt; inactive means no such curve, though single readings can be large; an effect the other way counts as inactive or inconclusive.

Sequence of screens: NPSR antagonist, L3MBTL1 block, HTT aggregate, CBFb-RUNX1 inh, Epigenetic derep, IMPase Li cell, Luc counter
CCOC(=O)Cc1ncccc1C(=O)Nc1ccc(Oc2ccccc2)cc1
  -37%, -12%, -17%, 10%, -1.4%, 3%, 6%
O=C1CC(c2ccco2)Cc2nc(N3CCc4ccccc4C3)ncc21 (configuration not stated)
  -15%[46.1 µM], -2%, 31%, -5%, 0.0%, 10%[38.3 µM], 11%
CC1(C)CC(=O)C2=C(C1)NC(SCC(N)=O)=C(C#N)C21CCCCC1
  -16%[46.1 µM], 14%, 0%, 3%, -1.1%, 6%[38.3 µM], -2%
O=C(N/N=C\c1ccco1)c1cncc(Br)c1
  -45%, -4%, 5%, 15%, -4.3%, -6%, -2%
COc1ccc2cc3c(N)nn(C(=O)Cc4c[nH]c5ccccc45)c3nc2c1
  -42%, ., 3.2µM*, -15%, 0.0%, ., .
CCCn1c(=O)c2ccccc2n2c(SCCOc3ccccc3F)nnc12
  -15%[46.1 µM], 7%, -11%, 7%, 0.0%, 30%[38.3 µM], -1%
O=C(N/N=C/c1cccs1)c1ccc(-n2cccc2)cc1
  0%, 2%, 16%[9.22 µM], -10%, -5.8%, 3%, 0%
CC(=O)Nc1ccc(NS(=O)(=O)c2cccc3ccccc23)cc1
  -11%[46.1 µM], ., 24%, 0%, 2.4%, 25%[38.3 µM], -4%
O=C1CCc2cc(S(=O)(=O)N3CCN(c4cccc(Cl)c4)CC3)ccc2N1
  24%[46.1 µM], 4%, -1%, 9%, -1.0%, -9%[38.3 µM], 10%
O=C(NCCN1CCOCC1)C(Sc1ccccc1)c1ccccc1 (configuration not stated)
  -24%, 4%, -21%[9.22 µM], 4%, -1.7%, ., .

Quoted from the listing.
O=C1CCc2cc(S(=O)(=O)N3CCN(c4cccc(Cl)c4)CC3)ccc2N1 in CBFb-RUNX1 inh reads 9%
O=C1CC(c2ccco2)Cc2nc(N3CCc4ccccc4C3)ncc21 (configuration not stated) in NPSR antagonist reads -15%[46.1 µM]

Carrying on.
Sequence of screens: NPSR antagonist, L3MBTL1 block, HTT aggregate, CBFb-RUNX1 inh, Epigenetic derep, IMPase Li cell, Luc counter
CC(C)CNS(=O)(=O)c1ccc(CCC(=O)N2CCOCC2)cc1
  -7%[46.1 µM], 8%, -9%, 9%, -1.6%, 6%[38.3 µM], 4%
CC1(NC(=O)C23CC4CC(CC(C4)C2)C3)CCS(=O)(=O)C1 (configuration not stated)
  -1%[46.1 µM], ., -19%, -1%, 0.0%, 24%[38.3 µM], 2%
O=C(COC(=O)c1ccc(S(=O)(=O)N2CCCC2)cc1)NCc1cccs1
  16%, ., -1%, 3%, -1.1%, 3%, 4%
CCOC(=O)c1nn(-c2ccccc2)c2nnc(Cc3ccc(Cl)cc3)c(=O)n12
  -17%, 4%, -16%, 0%, 4.8%, -6%, -3%
Cc1nnc(NC(=O)CSc2nc3[nH]ncc3c(=O)[nH]2)s1
  29%, ., -13%, 5%, -4.4%, -4%, 0%
CC(OC(=O)CCc1nc2ccccc2c(=O)[nH]1)C(=O)c1ccc(C(C)(C)C)cc1 (configuration not stated)
  -5%, -4%, 8%, -2%, -1.5%, 5%, -4%
Cc1cccc(OCCCC(=O)Nc2nccs2)c1C
  2%, ., -1%[9.22 µM], 7%, 3.2%, ., .
CCC(=O)N1CCc2cc(S(=O)(=O)CCC(=O)Nc3ccc(OC)c(OC)c3)ccc21
  0%, ., 1%, 8%, -0.1%, -7%, 2%
CN1C(C(=O)NCc2cccc(C(F)(F)F)c2)CC2Cn3c(nc4cc5ccccc5cc43)C21 (configuration not stated)
  14%, ., -29%[9.22 µM], 16%, -0.1%, ., .
Cc1cccc(N(CC(N)=O)C2SC(=O)N(c3ccccc3)C2=O)c1 (configuration not stated)
  -1%[46.1 µM], -3%, -13%, 15%, -0.6%, 3%[38.3 µM], 1%
COc1ccc(C)cc1S(=O)(=O)N(CC(=O)Nc1cccc([N+](=O)[O-])c1)c1ccccc1
  -21%, -7%, 10%, -18%, -0.9%, 7%, -3%
COc1ccc(C2=NN(C(=O)CN3CCCCC3)C(c3ccc(OC)cc3)C2)cc1 (configuration not stated)
  4%, ., 21%[9.22 µM], -1%, 4.7%, ., .
CCOC(=O)C(=O)Nc1ccc(OC)c(Cl)c1
  12%, 8%, ., 1%, 0.0%, 6%, -3%
COc1ccc(CC(=O)Nc2cc3oc4ccccc4c3cc2OC)cc1
  -41%, 7%, 23%, ?, -1.6%, 2%, 1%
Cc1cc(C2CCCCC2)n(O)c(=O)c1
  ., -28%, -16%[20.6 µM], 6%, ?, -7%&0%, -5%
COc1cc(CNCCNCC(C)O)ccc1OCc1ccc(Cl)nc1 (configuration not stated)
  9%, 5%, -2%, 4%, 0.3%, 3%, -3%
Cc1cc(/C=C2\NC(=O)NC2=O)c(C)n1-c1cccnc1
  -24%, -5%, 12%[9.22 µM], -1%, 0.1%, ., .
N=C1C(c2nc3ccccc3s2)=C(O)CN1NC(=O)c1ccco1
  -27%, -2%, 2%[9.22 µM], 0%, 2.1%, ., .
CCCC(=O)Nc1cc(OC)c(OC)cc1C(=O)O
  -23%[46.1 µM], ., 7%, 3%, -0.1%, -3%[38.3 µM], -1%
CN1CCC(NC(=O)NC2CCCCC2)CC1
  27%, -8%, -18%[9.22 µM], 6%, 2.5%, ., .
COC(=O)c1sccc1NC(=S)N1CC(C)CC(C)C1 (configuration not stated)
  ?, ., 9%, -2%, 2.6%, 40%[38.3 µM], -3%
COC(=O)c1cc(=O)n2c(-c3ccccc3)csc2n1
  -4%[7.67 µM], 4%, 16%, 4%, -3.1%, -14%[38.3 µM], 1%
Cc1ccc(-c2nn(CC(=O)O)c(=O)c3ccccc23)cc1
  10%, -3%, -21%, -4%, -1.0%, 6%, 2%
Cc1ccc(-n2c(CSc3nc(C)cc(C)n3)nnc2SCC(=O)Nc2nccs2)cc1
  8%, ., 3%[9.22 µM], 14%, 0.0%, ., .
CCOC(=O)Cc1c(C)nc2c(-c3cccc(Br)c3)cnn2c1C
  -22%, 45%[activator], 2%, -10%, -2.4%, -1%, -4%
CC(=O)N(\C=C/C=C/C=C1\Sc2ccccc2C1=O)c1ccccc1
  -48%, ., 13%, -28%, 0.0%, 4%, -14%
CN(C)C(=O)CSCc1c(Cl)cccc1Cl
  10%[46.1 µM], ., ?, 3%, -1.0%, 10%[38.3 µM], -6%
CCOC1OC(=O)C(Cl)=C1Nc1ccccc1C (configuration not stated)
  9%, 1%, -7%, 11%, 0.0%, 1%, 0%
Cc1ccc(NC(=O)CC2=NC(=O)C(CC(=O)Nc3ccccc3C)S2)cc1 (configuration not stated)
  -27%, -10%, 28%, -4%, 2.6%, 12%, 0%
Cc1cc(C(=O)NC2CCCCC2)c2cc(F)ccc2n1
  -12%, 8%, 13%, 6%, 14%, 6%, -1%
COc1ccc(C(=O)Nc2nc3ccccc3s2)cc1OC
  22%, 66%[activator], ?, 2%, -1.1%, 21%, -1%
O=C(CCCN1C(=O)c2ccccc2C1=O)NCCCN1CCOCC1
  ?, -7%, 18%, 2%, 6.5%, 52%[activator][38.3 µM], -1%
COc1ccc(NC(=S)Nc2ccc(Oc3ccccc3)cc2)cc1
  -16%[46.1 µM], -5%, ?, 2%, -3.4%, 8%[38.3 µM], 2%
Cc1ccccc1-n1c(=O)c2ccccc2n2nnnc12
  15%[7.67 µM], -1%, -4%, 1%, 0.2%, -5%[38.3 µM], -1%
COc1ccc(C2C3=C(NCCN=C3c3ccccc3)C(=O)N2c2ccccc2)c(OC)c1 (configuration not stated)
  -13%, ., -15%, -3%, -6.8%, 0%, -1%
Cc1ccccc1NC(=O)c1cccc(OCc2c(C)noc2C)c1
  -19%[46.1 µM], -2%, 5%, 1%, -0.9%, -8%[38.3 µM], 1%
CCC(=O)c1ccc(OCC(=O)O)c(OC)c1
  12%, -16%, -22%, -3%, 2.8%, -14%, 6%
CCC(=O)Nc1ccc(Cl)c(NC(=O)c2cccnc2)c1
  -4%[46.1 µM], ., -5%, 6%, -1.1%, 4%[38.3 µM], 5%
COc1cc(NC(=O)NC(C)(C(F)(F)F)C(F)(F)F)cc(OC)c1OC
  -12%[46.1 µM], ., -13%, -1%, 0.0%, 17%[38.3 µM], 0%
Cc1ccc(-n2c(SCC(=O)Nc3ccc4c5c(cccc35)CC4)nc(O)c(C)c2=O)cc1
  -8%, -3%, 15%, -4%, 0.5%, 3%, 2%
CC(C)c1ccc(OC(=O)NCCO)cc1
  -9%[46.1 µM], ., -16%, 6%, 0.0%, 21%[38.3 µM], -3%
CCn1c2ccccc2c2cc(NC(=O)COC(=O)c3ccccc3F)ccc21
  11%, 1%, 13%, 4%, 0.0%, -15%, -1%
O=c1cc(CN2CCCCCC2)nc2sccn12
  12%, ?, ., 2%, 3.3%, 8%, -2%
O=[N+]([O-])c1cc(C(F)(F)F)c(Cl)cc1N1CCN(CCO)CC1
  11%[46.1 µM], -4%, -2%, 0%, 0.1%, ., .
O=C(Cn1c(=O)n(Cc2ccc3c(c2)OCO3)c(=O)c2ccccc21)N1CCCc2ccccc21
  -9%[46.1 µM], -17%, -2%, 1%, -2.0%, 6%, -3%
CCOc1ccc(CN(Cc2ccco2)S(=O)(=O)c2ccc(-n3cnnn3)c(OC)c2)cc1
  -29%[46.1 µM], ., -6%, 1%, -1.0%, 34%[activator][38.3 µM], 17%
Cc1cccc(NC(=O)c2ccccc2C(=O)O)c1
  -2%[46.1 µM], -3%, 3%, 10%, 0.0%, 2%, 0%
CSc1ccccc1NC(=O)c1cccnc1
  0%[46.1 µM], ?, ?, 3%, -2.2%, 7%, 2%
CC1(C)CC(CC(=O)O)(c2ccc(Cl)cc2)CCO1 (configuration not stated)
  -2%[46.1 µM], ., -2%, 1%, -0.7%, 22%[38.3 µM], 3%
COc1cc(CCCN2C(=S)NC[C@@H]2Cc2ccccc2)cc(OC)c1OC
  -2%, 7%, 0%[9.22 µM], 6%, -0.2%, 4%, .

The results go on:
Sequence of screens: NPSR antagonist, L3MBTL1 block, HTT aggregate, CBFb-RUNX1 inh, Epigenetic derep, IMPase Li cell, Luc counter
COc1cccc(/C=C/C(=C2/C(=O)N(c3ccccc3)N=C2C)c2ccc(Br)cc2)c1OC
  -12%[46.1 µM], -3%, 5%, -6%, 0.0%, 1%, -3%
CC1(C)CC2CC(C)(CN2/C=C2/CCCCC2=O)C1 (configuration not stated)
  -2%, ., -30%[9.22 µM], 3%, 1.6%, ., .
CCOC(=O)CNC(=O)CSc1ncnc2c1nnn2-c1ccc(F)cc1
  -4%[46.1 µM], -4%, 3%, 2%, 0.0%, 7%, -2%
COc1cc2c(cc1OC)Cc1cc(OC)c(OC)cc1Cc1cc(OC)c(OC)cc1C2
  ., ., ., 5%, 2.7%, 17%, -6%

Only part of the results is shown (hit frequency here may not be typical).
